Lipid storage S3: qHTS Assay for Lipid Storage Modulators in Drosophila S3 Cells; hit rate 0.64% among 320,000; Drosophila S3 cells, BODIPY lipid droplet fluorescence, 18-24 h; cells fed with added oleic acid; Potency in µM for hits, for the others lipid storage change, negative = inhibition, % at the top dose, mostly 46.1 µM; active = well fitted inhibition curve with a large enough effect in the signal ratio, with a control signal flat, not every such curve was filed as active; inconclusive = small, poorly fitted or top-dose-only effect, or effect the other way, or a change in a side signal; the % refers to the signal ratio
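Drosophila S3 cells loaded with oleic acid (400 uM, as added) and compounds at several concentrations; lipid droplets imaged by 488-nm laser-scanning cytometry, 500–530 nm intensity and object ratio to cell channel. Percent activity normalized to 20 uM Triacsin C.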
Lipid storage S3 cell count max: recorded beside Lipid storage S3, whose call it bears; cell number change, %; measured here: cell count max response;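 cells counted by Cell Tracker Red CMTPX staining in the red channel; peak over a dose series mostly up to 46.1 µM; percent activity relative to internal control wells on each plate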
* marks the source's active call; other numbers are inactive results; i = inactive; ? = inconclusive; nt = not tested or not shown. % is set by controls: 0 for no effect and ±100 for the full control effect; potency is the fitted concentration of half-maximal effect. Only part of the results is shown (hit frequency here may not be typical).

Preview (2 entries):
Values in the order: Lipid storage S3 cell count max, Lipid storage S3
- O=c1c2ccccc2cnn1Cc1n[nH]c(=S)n1-c1ccccc1F
→ nt, ?
- Cc1nnc(SCC(=O)Nc2nccs2)o1
→ -0.6, i

The whole of this part, from the first entry:
Values in the order: Lipid storage S3 cell count max, Lipid storage S3
- O=c1c2ccccc2cnn1Cc1n[nH]c(=S)n1-c1ccccc1F
→ nt, ?
- Cc1nnc(SCC(=O)Nc2nccs2)o1
→ -0.6, i
- Cc1ccc(NC(=O)CSc2nnc(N)s2)c([N+](=O)[O-])c1
→ nt, ?
- N#CCCn1cc(C(=O)Nc2ccc([N+](=O)[O-])cc2)c(-c2cccs2)n1
→ 10.1, -7.5%
- CCOC(=O)C1C(=O)NC(c2ccccc2)=NC1c1ccc(C(C)C)cc1 (configuration not stated)
→ nt, ?
- CC(=O)Nc1cccc(-c2nnc3c4ccccc4c(C)nn23)c1
→ -1.4, -5.7%
- CCOC(=O)N1CCC(NC(=O)c2cccnc2SC)CC1
→ -19.5, i
- CCNC(=O)NC(=O)C(C)OC(=O)CCS(=O)(=O)c1ccc(C)cc1 (configuration not stated)
→ nt, ?
- NC(=O)C1CCN(c2oc(-c3ccccc3)nc2S(=O)(=O)c2ccc(Br)cc2)CC1
→ -17.9, -21.1%
- CC(=O)N1c2ccc(S(=O)(=O)NCCc3ccccc3)cc2CC1C (configuration not stated)
→ -17.0, i
- c1ccc(-c2csc3ncn4cnnc4c23)cc1
→ 1.9, -11.1%
- O=c1cc(CN2CCN(S(=O)(=O)/C=C/c3ccccc3)CC2)c2ccc(O)cc2o1
→ -8.6, 9.4%
- COc1ccc(C(=O)N(c2ccc(OC)cc2)S(=O)(=O)c2cccs2)cc1
→ 3.7, i
- COc1cccc(CNn2cnnc2)c1O
→ 1.3, 2.4%
- c1ccc(-c2noc(-c3cccnc3)n2)nc1
→ nt, ?
- CCOC(=O)c1sc(NC(=O)CSc2nc3c(c(=O)n2-c2ccc(C)cc2)SCC3)c(C(=O)OCC)c1C
→ 8.9, 29.3%
- COC(=O)c1ccc(NC(=O)CCN2CCN(Cc3ccccc3)CC2)cc1
→ 0.8, 11.9%
- CC(C)(C)OC(=O)N1CCC[C@H]1C(=O)NCC1CCC(C(=O)O)CC1 (some centres not stated)
→ nt, ?
- CN(C)c1ccc(/C=C/C(=O)c2ccc3c(c2)OCCO3)cc1[N+](=O)[O-]
→ 33.3, 13.5%
- O=S(=O)(c1cccs1)n1nnc2ccccc21
→ nt, ?
- COCCN(C(=O)C(C)C)c1nnc(-c2ccc(C)cc2)s1
→ 12.0, 12.7%
- CCCNc1c(NC(C)=O)c(=O)oc2ccccc12
→ nt, ?
- CCO[C@@H]1OC(C(=O)N2CCOCC2)=C[C@H](c2ccc(Br)cc2)[C@H]1CCCO
→ 9.5, -8.4%
- COC(=O)c1sccc1-n1cccc1C(=O)N1CCOCC1
→ nt, ?
- CCC(=O)Oc1oc(-c2ccccc2)nc1C=Nc1ccccc1OC
→ nt, ?
- COc1ccc(OC)c2c(N)c(C#N)c(C(F)(F)C(F)(F)F)nc12
→ nt, ?
- Cc1cc(NC(=O)C(C)SCC(=O)Nc2ccccc2OC(F)F)no1 (configuration not stated)
→ nt, ?
- Cc1nn(CCc2n[nH]c(=S)n2C2CCCCC2)c(C)c1Br
→ nt, ?
- O=S(=O)(CCSc1nc2ccccc2s1)c1nc2ccccc2s1
→ nt, ?
- CCc1sc(N(C(=O)Cc2ccccc2)c2ccccc2)nc1-c1ccccc1
→ nt, ?
- O=C(OCc1ccccc1)c1cccnc1Cl
→ 3.7, -7.5%
- Cc1ccc(C2C(C(=O)O)c3ccccc3C(=O)N2C)o1 (configuration not stated)
→ nt, ?
- OC(CN1CCN(Cc2ccccc2)CC1)c1ccccc1 (configuration not stated)
→ nt, i
- Fc1ccc(CN2CCSCC2)cc1Br
→ nt, ?
- COc1ccc(C2=NOC(C(=O)Nc3ccc(C(C)=O)cc3)C2)cc1OC (configuration not stated)
→ nt, ?
- CC(C)C(=O)Nc1ccc(C(=O)NNC(=O)c2cccs2)cc1
→ 0.7, -9.5%
- CCOc1cc(/C=N/NC(=O)CSc2nncn2C)ccc1OCc1ccccc1
→ nt, ?
- COc1cccc(C2C(C(=O)c3cccs3)=C(O)C(=O)N2CCN(C)C)c1OC (configuration not stated)
→ -1.6, 0.0%
- Cc1ccc(C(=O)N2CCN(Cc3ccccc3)CC2)cc1S(=O)(=O)N1CCOCC1
→ nt, ?
- c1ccc(OCCn2cnc3ccccc32)cc1
→ nt, ?
- COc1ccc(Nc2nc(N3CCN(S(=O)(=O)N(C)C)CC3)nc3ccccc23)cc1
→ nt, ?
- Cc1cc(C)c2c(N)c(S(=O)c3ccc(C(C)(C)C)cc3)sc2n1 (configuration not stated)
→ -17.9, -0.6%
- Cc1nn(C)cc1-c1cc(C(=O)O)c2ccccc2n1
→ 14.8, -5.3%
- O=C(CC1SCCNC1=O)Nc1ccccc1Cl (configuration not stated)
→ nt, ?
- Cc1ccc(CNC(=O)C(=O)Nc2nccs2)cc1
→ 4.7, 3.1%
- CCOC(=O)c1ccc(NC(=O)N2CCN(c3ccccn3)CC2)cc1
→ nt, ?
- S=C(Nc1ccc(Br)cc1)N1CCN(C2CCCCC2)CC1
→ nt, i
- N#CC(c1ccc(Cl)nn1)c1c(F)cccc1Cl (configuration not stated)
→ nt, ?
- CCC(=O)N1CCN(c2ccccc2NC(=O)c2cccc(C)c2)CC1
→ nt, ?
- CCCOc1ccc(C(=O)NCC(c2ccco2)N(C)C)cc1OC (configuration not stated)
→ -13.3, -1.4%
- O=Cc1c(SCCO)nc2ccccn2c1=O
→ 11.6, 7.7%
- CC(=O)c1cccc(NC(=O)N2CCCc3ccccc32)c1
→ -2.3, 14.0%
- CCCOc1ccc(N2C(=O)CC(NCc3cccs3)C2=O)cc1 (configuration not stated)
→ 15.4, 4.4%
- COC(=O)c1ccccc1Oc1c(F)c(F)nc(N2CCOCC2)c1F
→ -15.9, -13.7%
- COc1ccc2c(Cl)c(C(=O)N/N=C/c3cccnc3)sc2c1
→ nt, ?
- O=C(NCC(c1cccnc1)N1CCN(c2ccc(F)cc2)CC1)c1cccc(Cl)c1 (configuration not stated)
→ -16.7, 9.8%
- CCOC(=O)N1CCN(C(=O)COc2cc(C)c(Cl)c(C)c2)CC1
→ 1.5, -12.8%
- CN(C)c1ccc(/C=C/c2nc3ccccc3s2)cc1
→ -17.7, -3.4%
- COc1cc(C2NC(=O)NC(c3ccccc3)=C2C(C)=O)cc(Cl)c1OCC(=O)O (configuration not stated)
→ 21.7, 7.6%
- N/C(=N\OC(=O)CCCc1ccccc1)c1cccc([N+](=O)[O-])c1
→ 5.9, 5.8%

Following part:
Values in the order: Lipid storage S3 cell count max, Lipid storage S3
- O/N=C1\CCCc2oc3c(c21)CCCC3
→ nt, i
- C/C(=N\NC(=O)CSCc1cccc(Br)c1)c1ccc([N+](=O)[O-])cc1
→ nt, -0.2%
- CCN(CC)C(=O)CSc1nc(C)cc(-c2cccs2)c1C#N
→ -17.5, -8.0%
- Fc1ccc(Nc2ncnc3sccc23)cc1
→ nt, ?
- Cc1cc(C)cc(Oc2ccc(C(F)(F)F)cc2C#N)c1
→ nt, i
- CN(C)c1ccc(C(CC(=O)O)C(=O)O)cc1 (configuration not stated)
→ -5.9, -14.8%
- CCC(=O)Nc1nc2ccccc2n1CCN1CCOCC1
→ nt, ?
- Cc1nc(N2CCCCC2C)c2c(C)c(C(=O)Nc3ccccc3C(F)(F)F)sc2n1 (configuration not stated)
→ -4.9, 2.5%
- CC(=O)c1ncnn1CC(=O)c1ccc(Cl)cc1Cl
→ nt, ?
- O=C1NC2(Nc3ccccc31)C(=O)Nc1ccccc12 (configuration not stated)
→ nt, ?
- CN(C)CCN(C(=O)c1ccco1)c1nc2cc3c(cc2s1)OCCO3
→ nt, ?
- O=C(COc1ccccc1)N1CCNC1=O
→ -10.9*, 11.6µM*
- CC(C)COc1ccc(C(=O)Nc2ccccc2[N+](=O)[O-])cc1
→ 8.3, 9.9%
- CN(C)CCN(Cc1ccco1)C(=O)c1cc2c(Cl)nc3ccccc3c2s1
→ nt, ?
- CC1=C(C(=O)OCc2ccccc2)C(c2cccs2)NC(=O)N1CCCC(=O)O (configuration not stated)
→ 3.8, -3.3%
- CC(C)C(=O)Nc1ccc(S(=O)(=O)N2CCC(c3nc4ccccc4[nH]3)CC2)cc1
→ nt, ?
- CC(=O)NCCSC(=O)c1ccc(F)cc1
→ 8.6, 1.1%
- CCCCCC(=O)Nc1ccc(N2CCN(CC)CC2)c(Cl)c1
→ 11.6, 13.1%
- O=C(COC(=O)c1ccc(O)cc1)NCC1CCCO1 (configuration not stated)
→ nt, ?
- O=C(NCCc1ccccc1)C1CC(=O)N(C2CCCCC2)C1 (configuration not stated)
→ 10.1, 14.8%
- O=C1/C(=C/c2ccc(O)cc2)COc2ccccc21
→ nt, ?
- O=C(Cn1sc2ccccc2c1=O)NC12CC3CC(CC(C3)C1)C2
→ nt, ?
- O=C(c1cccc(-n2cnnn2)c1)N1CCOCC1
→ 0.3, -6.6%
- CCc1[nH]nc(C(=O)N/N=C/c2ccncc2)c1C
→ nt, ?
- CCOc1ccc2nc(N3CCCC(C(=O)NCCCN4CCCCC4)C3)sc2c1 (configuration not stated)
→ 2.1, i
- CC(C)C(=O)Nc1cccc(-c2nc3ccccc3o2)c1
→ nt, ?
- CC(=O)C1=C(O)C(=O)N(c2ccc(O)cc2)C1c1ccc(Cl)cc1 (configuration not stated)
→ nt, ?
- CC1CCN(C(=O)COC(=O)c2cccc(S(=O)(=O)N(C)c3ccccc3)c2)CC1
→ nt, ?
- CCNc1nc(OC)nc(SCC(=O)Nc2ccccc2)n1
→ nt, ?
- Cc1cc(N2CCC(C(=O)NC3CC3)CC2)nc(-c2ccccc2)n1
→ nt, ?
- CCOc1ccc(C(=O)Nc2nnc(C(C)C)s2)cc1OCC
→ nt, i
- O=C(Nc1ccc(F)cc1F)c1noc2c1CCC2
→ nt, ?
- CCCS(=O)(=O)N1CCC(C(=O)NCCc2ccc(OC)c(OC)c2)CC1
→ nt, ?
- CCOC(=O)C1CCN(C(=O)CCc2ccccc2)CC1
→ nt, ?
- O=C1CSC(c2cccnc2)N1Cc1cccnc1 (configuration not stated)
→ -18.6, -6.2%
- CCOC(=O)c1sc2ccc(S(=O)(=O)N3CCCCC3)cc2c1N
→ nt, ?
- COc1ccc(OCC(=O)Nc2ccc3c(c2)nc(CCN2CCN(C)CC2)n3C)cc1
→ nt, ?
- O=C(c1cc(S(=O)(=O)N2CCC3(CC2)OCCO3)ccc1F)N1CCCCC1
→ nt, 2.9%
- CC(=O)Nc1c(O)nc(SC/C=C/CSc2nc(O)c(NC(C)=O)c(=O)[nH]2)[nH]c1=O
→ -4.4, 7.2%
- COc1ccccc1C(=O)Oc1cc(C)[nH]c(=O)c1[N+](=O)[O-]
→ 0.4, -1.6%
- O=S(=O)(c1ccc2ccccc2c1)N1C=CC(C(F)(F)F)=NCC1
→ nt, i
- Cc1cccc(C(=O)N[C@@H](C)C(=O)N2CCN(c3ncccn3)CC2)c1
→ 5.2, -18.4%
- Cc1ccc(-c2n[nH]c(Cc3ccccc3)n2)cc1
→ nt, 19.4%
- CCCn1c(Sc2nc3c(c(=O)[nH]c(=O)n3C)n2CCC)nc2c1c(=O)[nH]c(=O)n2C
→ 7.5, -20.5%
- Cc1cc2cc(CNC(=S)NC3CCCCC3)ccc2[nH]1
→ -13.7, -2.8%
- Cc1ccc(NS(=O)(=O)c2ccc(-c3cnc(C4CC4)o3)cc2)c(C)c1
→ -15.9, i
- Cc1ccc(NC(=O)CNC(=O)Cn2cnc3sc(C)c(C)c3c2=O)cc1F
→ 15.3, i
- CCCCN1C(=O)C(NC(=O)CC(C)C)(C(F)(F)F)C2=C1CC(C)(C)CC2=O (configuration not stated)
→ -0.6, -20.8%
- O=C(CN1CCSC1=NCc1ccccc1)c1ccccc1
→ 2.9, 6.5%
- CC(/C=N/n1cnnc1)=C\c1ccccc1
→ -3.2, 9.0%
- Cc1cnc([N+](=O)[O-])n1CCOC(=O)NC(=O)c1c(F)cccc1F
→ nt, ?
- c1ccc2c(c1)c1cccc3ccc4cccc2c4c31
→ nt, ?
- CCCN1C(=O)/C(=C/c2ccc(N3CCOCC3)cc2)NC1=S
→ -11.7, -10.4%
- CSc1nccc(-c2sc(SC)c(C#N)c2-c2ccccc2)n1
→ 1.1, 1.8%
- O=C(CCN1C(=O)c2ccccc2C1=O)Nc1cccc(S(=O)(=O)NC2=NCCC2)c1
→ nt, ?
- COc1ccccc1C(=O)NC(=O)COC(=O)Cc1ccccc1[N+](=O)[O-]
→ nt, ?
- Cn1cc(Cl)c(C(=O)OCC(=O)Nc2nc(-c3ccc(Br)cc3)cs2)n1
→ -10.1, -4.2%
- CC(C)(C)C(=O)N1CCn2c1nc1ccccc12
→ nt, ?
- COc1ccc(OCC(=O)O/N=C(\N)Cc2ccc(Cl)cc2Cl)cc1
→ nt, ?
- CCOc1ccc(CC(=O)NNC(=O)/C=C/C(=O)O)cc1
→ nt, ?
- O=c1[nH]c(=O)n(C2CCCO2)cc1F (configuration not stated)
→ -21.7, -0.3%

Three entries out of the list above, sorted by the value under Lipid storage S3 cell count max, falling.
SMILES | Lipid storage S3 cell count max
O=C(CN1CCSC1=NCc1ccccc1)c1ccccc1 | 2.9
CC(/C=N/n1cnnc1)=C\c1ccccc1 | -3.2
Cc1ccc(NS(=O)(=O)c2ccc(-c3cnc(C4CC4)o3)cc2)c(C)c1 | -15.9

Screening data: PubChem BioAssay, National Center for Advancing Translational Sciences (NCATS)
